AHR activator = activators of human aryl hydrocarbon receptor; P35869; AHR-responsive luciferase reporter cells, luminescence; activation, % at 5 µM; hit rate 2.5% among 320,000; in the data active = activation above about 47%;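 also: 0% = vehicle wells and 100% = reference agonist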
PP1 counter = PP1-alpha (human) inhibition in PP5 counter-screen; purified PP1alpha, OMFP fluorescence; inhibition, % at 6.7 µM; hit rate 0.9% among 320,000; AID 2235;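 active = inhibition above the mean inhibition of all tested compounds plus 3 SD, computed separately for each screening campaign, cut at about 15% in these data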
PP5 primary = PP5 (human) phosphatase inhibition. P53041. purified PP5c, OMFP substrate fluorescence. inhibition, % at 6.7 µM. hit rate 0.18% among 320,000;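 active = inhibition above the campaign's mean inhibition across all tested compounds plus 3 SD, cut at about 9.5% in these data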;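 also: 0% = DMSO only and 100% = 100 µM cantharidin control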
Target sequence (P53041 whole entry, looked up): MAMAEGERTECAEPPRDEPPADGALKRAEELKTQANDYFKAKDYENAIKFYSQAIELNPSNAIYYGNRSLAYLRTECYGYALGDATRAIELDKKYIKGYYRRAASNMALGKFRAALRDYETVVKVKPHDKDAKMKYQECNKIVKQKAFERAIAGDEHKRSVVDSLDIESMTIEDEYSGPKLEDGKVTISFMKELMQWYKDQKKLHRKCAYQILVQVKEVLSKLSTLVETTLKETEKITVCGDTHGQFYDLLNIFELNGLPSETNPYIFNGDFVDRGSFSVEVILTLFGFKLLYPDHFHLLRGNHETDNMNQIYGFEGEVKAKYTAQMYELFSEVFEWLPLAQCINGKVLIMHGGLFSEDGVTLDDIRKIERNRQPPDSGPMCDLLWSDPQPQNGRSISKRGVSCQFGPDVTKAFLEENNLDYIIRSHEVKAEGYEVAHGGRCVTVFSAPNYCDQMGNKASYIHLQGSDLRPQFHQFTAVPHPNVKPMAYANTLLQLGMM
CTSL1 counter = counter-screen for PFM18AAP inhibitors: inhibitors of F. hepatica cathepsin L1 | recombinant F. hepatica cathepsin L1, Z-Leu-Arg-MCA fluorescence | inhibition, % at 5.96 µM | hit rate 0.49% among 300,000 | AID 1906;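 active = inhibition above the mean of all tested compounds plus 3 SD, set per screening campaign, cut at about 17% in these data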;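 also: 0% = plate median of test compound wells and 100% = 1 µM Z-Phe-Ala-diazomethylketone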
HCV core dimer = blocks dimerization of HCV core protein; TR-FRET GST/Flag-core106 dimerization, 1536-well; inhibition, % at 5 µM; hit rate 0.33% among 300,000;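 active = inhibition above the mean of all tested compounds plus 3 SD, set per screening campaign, cut at about 45% in these data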
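test system = GST/Flag-tagged HCV core106 proteins | probe or stimulus = Eu donor and XL665 acceptor anti-tag antibodies | times = compound-protein-antibody incubation 4 h at 22.5 °C | signal = TR-FRET, excitation 340 nm, emission 617 and 671 nm | measure = percent inhibition of core106 dimerization signal | controls = wells lacking GST-core106 and wells with excess unlabelled core106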
procasp3 activ = activates human procaspase-3. hit rate 0.11% among 330,000. recombinant procaspase-3 D3A, Ac-DEVD-pNA absorbance 405 nm. AID 463141. activation, % at 8.5 µM;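 active = activation above the mean of all tested compounds plus 3 SD, cut at about 21% in these data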;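 also: 0% = DMSO alone and 100% = DMSO wells spiked with extra 5 µM PC-3 D3A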
Target sequence (P42574 whole entry D9A/D28A/D175A): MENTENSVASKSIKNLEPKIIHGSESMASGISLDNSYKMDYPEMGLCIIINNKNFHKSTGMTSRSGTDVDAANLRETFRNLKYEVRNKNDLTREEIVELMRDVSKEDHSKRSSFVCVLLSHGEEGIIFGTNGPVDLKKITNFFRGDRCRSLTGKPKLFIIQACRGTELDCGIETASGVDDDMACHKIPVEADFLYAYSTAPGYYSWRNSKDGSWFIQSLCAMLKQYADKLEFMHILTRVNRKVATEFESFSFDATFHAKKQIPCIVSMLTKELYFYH
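Assay system: Autoprocessing-dead procaspase-3 D3A mutant enzyme; also added: Ac-DEVD-pNA; doses: one concentration, 8.5 µM nominal, 0.8% DMSO; times: 1 h compound preincubation, 2 h substrate hydrolysis at 25 °C; technique: 405 nm absorbance of p-nitroaniline, reads at 0 and 120 min; measure: % activation between DMSO and enzyme-spiked controls; repeats: single replicate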
PAFAH2 FP inh = PAFAH2 (human) inhibition. AID 492956. hit rate 0.99% among 340,000. inhibition, % at 3.39 µM. Q99487. recombinant PAFAH2, FP-rhodamine activity probe, fluorescence polarization;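 active = inhibition above the mean over all tested compounds plus 3 SD, cut at about 30% in these data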;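 also: inhibitors block probe labeling of enzyme so polarization drops; 0% = enzyme with DMSO and 100% = wells lacking PAFAH2 protein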
procasp7 counter = counter-screen: procaspase-7 (human) activation. activation, % at 8.5 µM. recombinant procaspase-7, Ac-DEVD-pNA absorbance 405 nm; D23A/D198A/D206A triple mutant, cannot self-cleave; scale: DMSO 0, 5 µM enzyme 100. hit rate 0.093% among 330,000. P55210;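 active = percent activation above the screen-wide mean plus 3 SD, cut at about 25% in these data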
Target sequence (P55210 whole entry D23A/D198A/D206A): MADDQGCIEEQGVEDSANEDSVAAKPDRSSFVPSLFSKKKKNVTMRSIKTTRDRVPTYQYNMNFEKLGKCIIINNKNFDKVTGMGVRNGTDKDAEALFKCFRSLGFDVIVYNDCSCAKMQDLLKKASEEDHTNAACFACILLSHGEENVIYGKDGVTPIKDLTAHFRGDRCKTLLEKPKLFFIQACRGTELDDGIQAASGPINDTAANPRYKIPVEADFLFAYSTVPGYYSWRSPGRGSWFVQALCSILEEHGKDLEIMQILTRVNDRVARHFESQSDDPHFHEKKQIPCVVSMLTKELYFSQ
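Assay system: Uncleavable procaspase-7 mutant enzyme; Input: 2 µM procaspase-7 mutant as dispensed; Also added: DEVD-pNA substrate; Medium: Zinc-free HEPES pH 7.4 with 300 mM NaCl, 0.01% Triton X-100; Timing: 1 h compound preincubation, 2 h substrate cleavage, 25 °C; Measured by: Epi-absorbance of released pNA at 405 nm, two timepoints.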
TPT1 inhibitor = inhibitors of Candida albicans tRNA 2'-phosphotransferase TPT1; recombinant caTPT1, FP RNA substrate dephosphorylation; hit rate 0.81% among 300,000; inhibition, % at 5 µM;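 active = inhibition above the mean of all tested compounds plus 3 SD, set per screening campaign, cut at about 24% in these data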;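 also: plate controls were DMSO alone for no effect and ferristatin control at 100 nM for full effect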
Starred values were filed as active, the others as inactive. Compounds as they come; 5.6% or so of the library scored in one or more.

`Cc1cc(C)nc(NN2C(=O)/C(=C/c3ccccc3)SC2=S)n1` gave AHR activator 1, PP1 counter 2, PP5 primary 0.9, CTSL1 counter -1, HCV core dimer 5, procasp3 activ -11, PAFAH2 FP inh -25, procasp7 counter -24 and TPT1 inhibitor -1.
`Cc1ccccc1C(=O)NN1CC(C(=O)OCc2ccc(Cl)c(Cl)c2)CC1=O` (stereo not given) gave AHR activator 2, PP1 counter 0, PP5 primary 3.6, CTSL1 counter 2, HCV core dimer -7, procasp3 activ -3, PAFAH2 FP inh 4, procasp7 counter 4 and TPT1 inhibitor -6.
Screening CC1Oc2ccccc2N(CC(=O)Nc2ccccc2F)C1=O (stereo not given) returned AHR activator 2, PP1 counter 2, PP5 primary -1.2, CTSL1 counter -1, HCV core dimer 3, procasp3 activ -1, PAFAH2 FP inh 1, procasp7 counter 11 and TPT1 inhibitor 0.
For Cc1cc(C)nc(NS(=O)(=O)c2ccc(NC(=O)c3ccco3)cc2)n1 the results were AHR activator -2, PP1 counter -3, PP5 primary -0.4, CTSL1 counter -2, HCV core dimer 1, procasp3 activ -5, PAFAH2 FP inh 2, procasp7 counter 1 and TPT1 inhibitor 2.
`O=C1c2ccsc2SCCN1Cc1c(F)cccc1Cl` gave AHR activator 4, PP1 counter 3, PP5 primary 0.5, CTSL1 counter 0, HCV core dimer 1, procasp3 activ 4, PAFAH2 FP inh 2, procasp7 counter 0 and TPT1 inhibitor -2.
Screening COc1cccc(C2CCCN2Cc2nc(CCC(C)C)no2)c1 (stereo not given) returned AHR activator 1, PP1 counter 2, PP5 primary 2.1, CTSL1 counter -1, HCV core dimer -4, procasp3 activ -4, PAFAH2 FP inh -7, procasp7 counter -8 and TPT1 inhibitor 2.
For COc1ccc(C(=O)NCC(=O)N/N=C/c2ccc([N+](=O)[O-])s2)cc1OC the results were AHR activator -2, PP1 counter 1, PP5 primary 1.4, CTSL1 counter 6, HCV core dimer 4, procasp3 activ 11, PAFAH2 FP inh 0, procasp7 counter -2 and TPT1 inhibitor 0.
`COc1cccc(CNC(=O)COC(=O)c2cc([N+](=O)[O-])ccc2N2CCCC2)c1` gave AHR activator 1, PP1 counter 0, PP5 primary 1.3, procasp3 activ 0, PAFAH2 FP inh 6 and procasp7 counter -6.
CCOc1cc(/C=N/NC(=O)c2cc(C)n(-c3ccc(F)cc3)c2C)ccc1O was read as AHR activator 5, PP1 counter 2, PP5 primary 0.2, CTSL1 counter -1, HCV core dimer 13, procasp3 activ -3, PAFAH2 FP inh -2, procasp7 counter -12 and TPT1 inhibitor -2.
For O=S(=O)(c1ccccc1C(F)(F)F)N1CCC(n2cnc3ccccc32)CC1 the results were AHR activator 0, PP1 counter -2, PP5 primary 1.0, CTSL1 counter -3, HCV core dimer 2, procasp3 activ 7, PAFAH2 FP inh 3, procasp7 counter 0 and TPT1 inhibitor 0.
`Cc1ccc(NCCNc2ccc(C)cc2)cc1` gave AHR activator -1, PP1 counter -5, PP5 primary -0.3, CTSL1 counter 1, HCV core dimer -3, procasp3 activ 2, PAFAH2 FP inh -8, procasp7 counter 5 and TPT1 inhibitor -3.
Screening O=C(CSc1nc2ccccc2o1)N/N=C/c1ccc(C(=O)O)cc1 returned AHR activator 1, PP1 counter 1, PP5 primary 1.5, CTSL1 counter -3, HCV core dimer -2, procasp3 activ -5, PAFAH2 FP inh 2, procasp7 counter -1 and TPT1 inhibitor -6.
CC1CN(C(=O)c2ccc(Cl)c(S(=O)(=O)NCc3ccco3)c2)CC(C)O1 (stereo not given) was read as AHR activator 0, PP1 counter -3, PP5 primary 0.6, procasp3 activ 0, PAFAH2 FP inh -5 and procasp7 counter 6.
For COc1ccccc1NC(=O)Nc1ccccc1N1CCOCC1 the results were AHR activator 12, PP1 counter 1, PP5 primary -0.8, CTSL1 counter 0, HCV core dimer 0, procasp3 activ 19, PAFAH2 FP inh 1, procasp7 counter 2 and TPT1 inhibitor 3.
O=C(CCSc1ccccc1)N1CCCC1 was read as AHR activator 6, PP1 counter -6, PP5 primary 1.5, CTSL1 counter -7, HCV core dimer -5, procasp3 activ -2, PAFAH2 FP inh 8, procasp7 counter -10 and TPT1 inhibitor -1.
For COc1ccc(NC(=O)CSc2n[nH]c(-c3ccccc3)n2)cc1S(N)(=O)=O the results were AHR activator -1, PP1 counter -6, PP5 primary 0.4, procasp3 activ 12, PAFAH2 FP inh -4 and procasp7 counter 6.
`CC(=O)Oc1c(C(=O)c2nnc(C)o2)c(=O)n(C)c2ccccc12` gave AHR activator 21, PP1 counter 1, PP5 primary 3.1, CTSL1 counter -14, HCV core dimer 1, procasp3 activ 7, PAFAH2 FP inh 3, procasp7 counter -7 and TPT1 inhibitor 1.
Screening O=C(NC(CC(=O)N1CCCC(C(F)(F)F)C1)c1ccccc1)c1ccccc1Cl (stereo not given) returned AHR activator -2, PP1 counter 0, PP5 primary 3.4, CTSL1 counter -1, HCV core dimer 2, procasp3 activ -3, PAFAH2 FP inh -2, procasp7 counter 14 and TPT1 inhibitor 4.
`C[C@H]1CN=C(Nc2ccccc2)N1CCC1CCCC1` gave AHR activator -1, PP1 counter -4, PP5 primary -0.7, CTSL1 counter -2, HCV core dimer -8, procasp3 activ 2, PAFAH2 FP inh -5, procasp7 counter -9 and TPT1 inhibitor -1.
`Cc1cc(C)n(-c2ccc(C(=O)Nc3ccc(N4CCOCC4)cc3)cc2)n1` gave AHR activator -4, PP1 counter -3, PP5 primary -0.4, CTSL1 counter 1, HCV core dimer -6, procasp3 activ 3, PAFAH2 FP inh 2, procasp7 counter 6 and TPT1 inhibitor 0.
`Cc1cc[n+](CC(=O)c2ccccc2)c2ccccc12` gave AHR activator 8, PP1 counter -3, PP5 primary -0.3, CTSL1 counter 0, HCV core dimer -2, procasp3 activ 3, PAFAH2 FP inh 1, procasp7 counter 17 and TPT1 inhibitor -12.
CC(C)NC(=O)CN(C(=O)CCC(=O)Nc1nccs1)c1ccc(C(C)C)cc1 was read as AHR activator 1, PP1 counter -6, PP5 primary 1.9, CTSL1 counter -4, HCV core dimer 8, procasp3 activ -1, PAFAH2 FP inh 4, procasp7 counter -2 and TPT1 inhibitor 0.
For Cc1cccc(Cc2nnc(CCC(=O)NCc3cn4ccccc4n3)o2)c1 the results were AHR activator 0, PP1 counter -3, PP5 primary -1.9, CTSL1 counter 3, HCV core dimer -3, procasp3 activ 0, PAFAH2 FP inh 2, procasp7 counter 6 and TPT1 inhibitor -4.
CSc1cc(-c2ccccc2)n(C)c(=O)c1C#N was read as AHR activator 12, PP1 counter 4, PP5 primary 4.1, CTSL1 counter 2, HCV core dimer 9, procasp3 activ -4, PAFAH2 FP inh 7, procasp7 counter 14 and TPT1 inhibitor 4.
Screening O=C(CSCc1c(Cl)cccc1Cl)NN1C(=O)c2ccccc2C1=O returned AHR activator 24, PP1 counter -1, PP5 primary 1.9, CTSL1 counter -9, HCV core dimer -2, procasp3 activ 12, PAFAH2 FP inh 12, procasp7 counter -10 and TPT1 inhibitor -2.
Screening Cc1ccc(OCC(=O)Oc2cccc(C)c2)cc1 returned AHR activator -1, PP1 counter -2, PP5 primary 0.8, CTSL1 counter -12, HCV core dimer 1, procasp3 activ 1, procasp7 counter 4 and TPT1 inhibitor 0.
`CCOC(=O)CSc1nc(=O)n2ccccc2n1` gave AHR activator -1, PP1 counter -1, PP5 primary -1.3, CTSL1 counter 3, HCV core dimer 3, procasp3 activ -4, PAFAH2 FP inh 0, procasp7 counter -1 and TPT1 inhibitor 3.
`COc1ccc(OCC(=O)OCC(=O)c2ccc(OC)c(F)c2)cc1` gave AHR activator -1, PP1 counter -1, PP5 primary -0.7, procasp3 activ -2, PAFAH2 FP inh 0 and procasp7 counter 6.
COc1cc(NC(=O)c2ccccc2)c(OC)cc1NC(=O)CN1C(=O)NC2(CCCCC2C)C1=O (stereo not given) was read as AHR activator 5, PP1 counter -3, PP5 primary -0.1, procasp3 activ -1, PAFAH2 FP inh -1 and procasp7 counter 12.
Cc1c(C(=O)OC(C)C)[nH]c2c1C(=O)CC(C)(C)C2 was read as AHR activator 1, PP1 counter -1, PP5 primary 0.0, CTSL1 counter 0, HCV core dimer -1, procasp3 activ 3, PAFAH2 FP inh -1, procasp7 counter -2 and TPT1 inhibitor -1.
Cc1nnsc1C(=O)N/N=C/c1ccccc1Cl was read as AHR activator 2, PP1 counter -4, PP5 primary -0.8, CTSL1 counter -4, HCV core dimer 7, procasp3 activ 4, PAFAH2 FP inh -1, procasp7 counter 12 and TPT1 inhibitor -3.
For O=C(CNS(=O)(=O)c1c(Cl)cccc1Cl)OCC(=O)c1ccc[nH]1 the results were AHR activator 2, PP1 counter 6, PP5 primary 1.3, CTSL1 counter -41, HCV core dimer 29, procasp3 activ -3, PAFAH2 FP inh 1, procasp7 counter -5 and TPT1 inhibitor 4.
`O=C(c1ccco1)N1CCN=C1SCc1cccc(F)c1` gave AHR activator 0, PP1 counter -2, PP5 primary -1.6, CTSL1 counter -1, HCV core dimer -1, procasp3 activ 7, PAFAH2 FP inh 6, procasp7 counter -5 and TPT1 inhibitor -5.
O=C(Nc1ccc(F)cc1F)c1c(C(F)(F)F)ccnc1Oc1ccc(Cl)cc1 was read as AHR activator 0, PP1 counter 0, PP5 primary -0.6, CTSL1 counter 0, HCV core dimer -7, procasp3 activ -4, PAFAH2 FP inh 3, procasp7 counter -2 and TPT1 inhibitor 1.
For Cc1ccc(NC(=O)CCNC(=O)c2ccc(Br)cc2)cc1S(=O)(=O)N1CCCCCC1 the results were AHR activator 1, PP1 counter 3, PP5 primary 2.6, CTSL1 counter -3, HCV core dimer -6, procasp3 activ -3, PAFAH2 FP inh 3, procasp7 counter -1 and TPT1 inhibitor -2.
Screening O=C(O)c1cc(C(F)(F)F)nc2c(C(F)(F)F)cccc12 returned AHR activator 2, PP1 counter 1, PP5 primary 0.2, CTSL1 counter 2, HCV core dimer -4, procasp3 activ 8, PAFAH2 FP inh -10, procasp7 counter -3 and TPT1 inhibitor -1.
For O=C(CCC(=O)NC1CCCCC1)N/N=C/c1ccncc1 the results were AHR activator 2, PP1 counter -6, PP5 primary -0.6, CTSL1 counter -4, HCV core dimer -2, procasp3 activ -5, PAFAH2 FP inh -3, procasp7 counter -3 and TPT1 inhibitor 0.
Screening COc1ccc(CN2CCC(CO)(CCOc3ccccc3)CC2)c(OC)c1C returned AHR activator -1, PP1 counter -1, PP5 primary 0.0, CTSL1 counter 2, HCV core dimer -6, procasp3 activ -2, PAFAH2 FP inh 1, procasp7 counter 1 and TPT1 inhibitor -4.

Bioassay records deposited in PubChem by The Scripps Research Institute Molecular Screening Center.
